Source: PubChem (several laboratories)
NR2E3 ag-1 – agonists of human NR2E3 nuclear receptor; CHO-S Gal4-NCOR/VP16-NR2E3 two-hybrid, luciferase; inhibition of corepressor binding, % at 3.98 µM; actives 0.35% (n = 360,000); AID 602229;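 active = inhibition above the mean of all tested compounds plus 3 SD, cut at about 70% in these data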;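 also: 0% = DMSO with NR2E3 transfected cells and 100% = cells lacking NR2E3 construct; higher means lower luciferase signal from less NR2E3 corepressor binding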
Target sequence (Q9Y5X4 whole entry, looked up, the tested form may be a part): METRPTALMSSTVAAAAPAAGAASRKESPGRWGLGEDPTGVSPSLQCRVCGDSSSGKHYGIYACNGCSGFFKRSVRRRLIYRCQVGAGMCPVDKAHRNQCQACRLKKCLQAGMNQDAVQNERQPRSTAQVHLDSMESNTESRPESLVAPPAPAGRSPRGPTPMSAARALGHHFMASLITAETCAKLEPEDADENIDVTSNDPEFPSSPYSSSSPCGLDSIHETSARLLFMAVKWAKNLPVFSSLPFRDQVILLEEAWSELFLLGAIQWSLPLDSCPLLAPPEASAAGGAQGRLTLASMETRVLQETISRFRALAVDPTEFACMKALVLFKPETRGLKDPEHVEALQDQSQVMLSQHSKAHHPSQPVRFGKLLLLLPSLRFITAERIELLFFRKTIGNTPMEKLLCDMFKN
HIF-2a inh – HIF-2a inhibition | 786-0 RCC cells HIF-2a reporter, luciferase luminescence, overnight | inhibition, % at 18.8 µM | actives 0.72% (n = 360,000);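 active = inhibition of the luminescence signal of 40% or more relative to plate controls, in a single-dose primary screen at 18.75 µM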
LMP1 NFkB inh – reduces LMP1-driven NF-kappaB luciferase signal. LMP1-induced NF-kappaB luciferase reporter cells, luminescence. inhibition, % at 12.5 µM. actives 0.69% (n = 350,000); in the data active = inhibition above about 41%;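 also: 0% = neutral control wells and 100% = reference inhibitor control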
MITF TRPM1 inh – MITF TRPM1 promoter inhibition in SK-MEL-5 cells | SK-MEL-5 TRPM1 promoter luciferase, 24 h | inhibition, % at 12.5 µM | actives 0.83% (n = 330,000) | AID 488899;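 active = mean inhibition across replicates of 60% or more, whatever share of single replicates reaches that level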; also: values of inactives mirror those of a sister screen read the other way
NR2E3 ag-2 – agonists of human nuclear receptor NR2E3. GST-NR2E3/biotin-RetCOR TR-FRET, 1536-well. actives 0.12% (n = 320,000). Q9Y5X4. AID 2300. inhibition of corepressor binding, % at 4.78 µM;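 active = percent inhibition above the cutoff of mean plus 3 SD of all tested compounds, set per screening campaign, cut at about 20% in these data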;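 also: 0% = DMSO wells and 100% = biotin wells as full block of FRET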
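System: GST-tagged NR2E3 plus biotinylated RetCOR corepressor; Amount: 1.35 nM GST-tagged NR2E3 final; Dosing: single nominal compound dose of 4.8 µM; Schedule: 5 h incubation at 4 °C; Technique: TR-FRET with europium anti-GST and streptavidin-D2, 340 nm excitation; Controls: biotin wells as high control, 0.6% DMSO wells as low control.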
hiPSC survival – enhancers of human iPSC single-cell survival; AID 602274; actives 0.044% (n = 360,000); survival enhancement, % at 20 µM; hiPSC single-cell survival, ATPlite luminescence; 100% = ROCK inhibitor wells, 0% = DMSO; in the data active = survival enhancement above about 18%;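 also: cells exposed to compounds for 16 hours before the ATP read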
CF NFkB block – blocks PAF-induced NF-kB reporter in cystic fibrosis cells | KKLEB NF-kB-GFP reporter, GFP fluorescence overnight | inhibition, % at 5 µM | actives 0.86% (n = 360,000) | AID 588850;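 active = at least 50% inhibition at 5 µM, scaled per plate between neutral and stimulator controls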;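 also: PAF is a Pseudomonas aeruginosa culture filtrate used as stimulus; plate controls were PAF-stimulated DMSO wells for no effect and unstimulated DMSO wells for full effect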
Peg3 prom inh – Peg3 promoter activity inhibition. HeLa PEG-Prom luciferase reporter, luminescence, overnight. inhibition, % at 20 µM. actives 1.7% (n = 360,000);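 active = inhibition of at least 50% at 20 µM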
TRAIL sens C8 – caspase-8 TRAIL sensitization; NB7+C8 cells + TRAIL, ATPlite viability luminescence; inhibition (viability loss, TRAIL sensitization), % at 10 µM; actives 1% (n = 360,000);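 active = compounds causing at least 50% loss of cell viability in the single-dose screen, relative to plate controls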
Shn3 inh set2 – Schnurri-3 reporter inhibition in Clone20 osteoblasts; Clone20 osteoblast Shn3 3'UTR firefly luciferase, 24 h; inhibition, % at 12.5 µM; actives 0.52% (n = 360,000);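 active = mean inhibition of at least 75% with every replicate also reaching 75%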;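 also: 0% = median of neutral control wells and 100% = pilot-screen positive control compound; some compounds past the cut are filed as inactive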
KKLEB tox – counter-screen for CF NF-kB inhibitors: cytotoxicity; KKLEB CF airway cells viability, ATPlite luminescence, overnight; hits give low values; cells stimulated with P. aeruginosa culture filtrate; activity change (cytotoxicity), % at 5 µM; actives 0.36% (n = 360,000); AID 602141;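 active = corrected activity change at or below -50% at 5 µM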
Numbers without * were called inactive; nt = not tested or not shown. Not all compounds are listed, so the mix of outcomes need not match the whole.

SMILES	HIF-2a inh	LMP1 NFkB inh	KKLEB tox	hiPSC survival	TRAIL sens C8	Peg3 prom inh	NR2E3 ag-1	NR2E3 ag-2	CF NFkB block	MITF TRPM1 inh	Shn3 inh set2
Cc1cccc(C(OC(=O)c2ccco2)C(=O)NCc2ccccc2)n1 (configuration not stated)	0	3	-4	0.3	20	-9	14	1	6	4	-13
N#Cc1ccccc1OCC(=O)N1CCc2ccccc2C1	-26	3	-10	0.6	-4	-31	-16	-2	5	-6	6
CCN(CC(=O)NCc1cccs1)C(=O)c1ccccc1Cl	13	2	10	-0.8	6	13	-16	1	11	-12	-8
Cc1ccccc1C1CC(c2ccc(F)cc2)Nc2nc(N)nn21 (configuration not stated)	15	6	-3	1.3	-16	10	-25	0	-8	-3	14
Cc1ccc(NC(=S)Nc2ccc3nc(-c4ccccn4)c(-c4ccccn4)nc3c2)cc1C	-8	-3	20	-1.1	9	-1	0	-1	-2	3	28
COc1cc(/C=C(\C#N)C(N)=O)ccc1OS(=O)(=O)c1ccc(C)cc1	6	-2	-17	-0.3	-4	2	-27	-28	24	5	13
CCN(C(=O)COC(=O)c1ccccc1NC(=O)c1ccco1)C1CCS(=O)(=O)C1 (configuration not stated)	21	-4	16	-0.6	-12	5	5	-2	-19	6	-5
Cc1cc(Cn2nc(-c3ccccc3)cc2C(=O)NCc2cccc(Br)c2)on1	9	3	2	2.3	0	28	-27	4	-1	1	0
CCN1CCN(CCC(=O)Nc2ccc3c(c2)OCO3)CC1	15	-3	0	-2.8	-3	12	-5	-2	-11	-3	-8
Cc1ccc(/C=N/NC(=O)c2cccs2)o1	-75	-13	7	3.5	0	-15	-37	2	-11	-15	-9
CCOc1cc(/C=N/Nc2nc(N3CCCCC3)nc(N3CCCCC3)n2)ccc1OC(=O)c1ccco1	-3	6	4	4.9	0	21	-5	1	-21	-8	-10
COc1ccc(N(C(=O)c2ccco2)S(=O)(=O)c2cccs2)cc1	10	6	-1	13	0	-3	-13	1	18	3	-2
CN(C(=O)CSC(=O)c1ccccc1)c1ccccc1	5	4	4	0.1	-5	-12	-21	-3	-5	4	4
NCCNC(=O)c1ncsc1-c1cccc(F)c1	-1	9	19	-1.0	7	-13	-14	2	5	-3	-16
O=C(NCc1ccco1)c1cc(-c2ccccn2)nc2ccccc12	6	0	9	-1.1	-17	14	-10	-2	-4	4	-15
Nc1ccc(C(=O)N2N=C(c3ccccc3)CC2(O)C(F)(F)F)cc1 (configuration not stated)	-11	-2	0	-0.5	-6	-20	-18	nt	9	12	-1
Cc1ccc(Nc2nc3ccccc3nc2-n2nc(C)cc2C)cc1	-16	-2	6	5.7	0	-4	-16	1	18	nt	3
Cc1csc(-c2cnn(-c3ccccc3)c2NC(=O)c2ccc(C(F)(F)F)cc2)n1	-33	0	-2	-0.4	1	-19	-12	-2	-12	-12	-4
COc1ccc(NS(=O)(=O)c2cc(NC(=O)c3cc(F)c(F)c(F)c3F)ccc2N2CCCC2)cc1	-2	-7	-18	0.1	10	17	11	5	10	-10	1
CC(=O)Nc1nc(C)c(C(C)C)s1	12	-9	-2	0.0	-14	10	8	1	6	1	6

Among those listed so far, 2 contain a cyano group:
SMILES	HIF-2a inh	LMP1 NFkB inh	KKLEB tox	hiPSC survival	TRAIL sens C8	Peg3 prom inh	NR2E3 ag-1	NR2E3 ag-2	CF NFkB block	MITF TRPM1 inh	Shn3 inh set2
N#Cc1ccccc1OCC(=O)N1CCc2ccccc2C1	-26	3	-10	0.6	-4	-31	-16	-2	5	-6	6
COc1cc(/C=C(\C#N)C(N)=O)ccc1OS(=O)(=O)c1ccc(C)cc1	6	-2	-17	-0.3	-4	2	-27	-28	24	5	13

(continued)
SMILES	HIF-2a inh	LMP1 NFkB inh	KKLEB tox	hiPSC survival	TRAIL sens C8	Peg3 prom inh	NR2E3 ag-1	NR2E3 ag-2	CF NFkB block	MITF TRPM1 inh	Shn3 inh set2
COC(=O)C1CCN(c2c([N+](=O)[O-])cc(C(F)(F)F)cc2[N+](=O)[O-])CC1	24	4	-8	0.0	-4	1	0	1	8	-3	9
O=C1c2cccc3cccc(c23)C(=O)N1CCO	-5	5	3	6.0	-4	-9	-10	nt	-21	nt	12
CCN(CC)CCCNC(=O)C1CCC(CNS(=O)(=O)c2c(C)cc(C)cc2C)CC1 (configuration not stated)	9	6	15	-0.5	17	6	1	1	-16	-2	-17
CC1CCCN(C(=O)CCS(=O)(=O)c2cc3c(cc2Cl)NC(=O)CO3)C1 (configuration not stated)	21	2	9	0.2	-10	18	16	-1	-37	nt	9
CCN(CC)C(=O)c1[nH]cnc1C(=O)Nc1ccc(OC)cc1	-1	1	19	-2.3	-3	4	5	0	-11	0	2
COC(=O)c1ccccc1NC(=O)[C@@H]1CCC(=O)N1C1OC(=O)c2c1ccc(OC)c2OC (some centres not stated)	7	-1	-1	-0.9	2	1	5	4	9	-7	-12
COC(=O)c1c(-c2ccc(F)cc2)noc1N	8	-12	18	0.8	-3	8	-6	-1	18	-2	6
Cc1ccc(-n2c(C)cc(/C=N/NC(=O)c3ccncc3)c2C)cc1C	-6	6	-13	0.6	-10	1	-7	-3	25	-1	27
S=C(Nc1ccc2nsnc2c1)NC1CCCCC1	-215	-26	-6	-0.5	-2	-252	-98	-7	14	-48	-27
CCOC(=O)C1(N(CC)CC)Sc2cc(C)ccc2NC1=O (configuration not stated)	24	-2	-30	-3.0	-16	36	-71	-1	24	18	25
COc1ccc(CNC(=O)C(=O)NCC2OCCN2S(=O)(=O)c2ccc(OC)cc2)cc1 (configuration not stated)	18	2	20	-0.6	-6	10	-3	0	-8	-8	19
COc1ccc(C)cc1S(=O)(=O)N1CCCC(C(=O)N2CCN(c3ccccc3)CC2)C1 (configuration not stated)	17	0	-8	0.0	-6	4	-6	-4	-18	17	-3
Cc1noc(NS(=O)(=O)c2ccc(N3C(=O)c4ccccc4C3=O)cc2)c1C	13	2	-2	0.1	1	15	11	-3	6	-4	-5
CN(C)C(=O)c1nnc(Cc2ccc(Cl)cc2)o1	-3	-1	15	3.8	-4	-20	1	3	-15	-17	-3
CSc1ccccc1NC(=O)COc1ccccc1C	-170	-12	14	0.9	-1	-114	-20	-1	-10	-15	-15
O=C(CNC(=O)c1ccc(-c2ccccc2)cc1)Nc1ccc(S(=O)(=O)Nc2ncccn2)cc1	-3	-3	8	-0.6	10	-8	1	1	-2	-4	-11
C/C(CC(=O)Nc1ccc(N(C)C)cc1)=N\NC(=O)c1ccccc1O	2	11	-2	0.4	7	18	-21	0	3	6	-24
O=C(NCCN1CCN(Cc2ccccc2)CC1)c1ccc(CS(=O)(=O)c2ccc(Br)cc2)o1	6	-8	12	0.4	-16	12	16	2	3	8	3
CC1C(=O)N(Cc2cn(CC3CCCCC3)nn2)CCS(=O)(=O)N1Cc1ccc(-c2ccncc2)cc1 (configuration not stated)	15	-6	6	0.0	10	28	-12	nt	-18	nt	42
CC(=O)Nc1cccc(C(=O)/C=C/c2ccc(F)cc2)c1	-27	0	-4	-4.7	4	107*	6	6	27	-7	-2
COc1ncnc2c1oc1nc(CC(C)C)c3c(c12)CC(C)(C)OC3	-3	3	-14	-0.3	9	21	-2	2	3	5	6
Nc1nc(CSc2ccccc2)nc(N2CCCCC2)n1	-216	-24	-7	-2.2	-9	-199	-85	3	20	-66	-35
CCCNC(=O)Cn1cnc2sc(C(=O)N3CCN(Cc4ccc5c(c4)OCO5)CC3)c(C)c2c1=O	19	20	10	4.5	0	8	16	6	17	11	17
CCn1nnnc1SCC(=O)Nc1nc(C)c(C)s1	-93	-6	-8	-1.4	10	-46	-19	2	-5	-28	-23
C=CCN1C(=O)/C(=N/n2cnnc2)c2ccccc21	21	-1	4	-0.1	-4	15	-15	3	-1	14	-5
Cc1ccc(C)c(CN2CCC(CNC(=O)Nc3ccc(Cl)cc3)CC2)c1	-83	4	-8	-0.5	0	-15	-7	1	5	-14	29
Cn1c(-c2ccc3nc(N)sc3c2)nc2cc(N)ccc21	-159	-9	2	0.1	13	-130	-6	3	1	-58	-50
CCSc1nnc(-c2cccnc2)n1-c1ccc(C)c(Cl)c1	22	-7	-28	1.8	-1	6	-1	2	16	-6	8
COc1cc(/C=N/NC(=O)Cn2cnc3c2c(=O)n(C)c(=O)n3C)cc(OC)c1OC	17	nt	-8	-0.7	-38	2	-3	-2	14	nt	-11
N#CCCN(C(=O)COC(=O)c1ccc(S(=O)(=O)N2CCOCC2)cc1)c1ccccc1	6	0	30	-3.9	4	-10	-21	nt	-28	-1	-19
CC1CCCCN1CCCNc1ccc(C(CC(N)=O)NC(=O)Cc2ccc(Br)cc2)cc1[N+](=O)[O-] (configuration not stated)	0	14	4	-4.4	5	8	-8	-1	-14	-1	11
COCCNC(=O)c1ccc2c(=O)n(Cc3ccco3)c(SCC(=O)NC3CCCC3)nc2c1	14	-9	8	-2.5	13	19	-28	-7	-1	-6	2
CCOC(=O)Cn1c(=O)n(Cc2ccco2)c(=O)c2ccc(C(=O)NCCc3ccccc3)cc21	21	5	-14	0.5	2	8	-10	-2	-9	-8	-4
CC1CCCC(NC(=O)CN2C(=O)NC(Cc3c[nH]c4ccccc34)C2=O)C1C (configuration not stated)	19	-1	0	0.8	26	-1	-19	nt	11	4	7
